aGlu spleen mod = inhibitors or activators of human alpha-glucosidase in spleen homogenate. 0.006% of 240,000 active. Potency, µM (top dose mostly 79.9 µM), for inactives: at the top dose activity change, negative = inhibition, actives largely listed as inhibitors. AID 2112. P10253. human spleen homogenate, 4-MU-alpha-glucoside fluorescence;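 note: 0% = enzyme with vehicle and -100% = no enzyme basal signal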
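AC50 values come from Hill-equation fits of concentration-response data, normalized to no-enzyme and full-activity controls. Enzyme source: 1 ug human spleen homogenate; 1 mM fluorogenic 4-MU glucoside, pH 5.0 citrate buffer, 37 C, 40 min.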
TRb SRC2 PPI = TRbeta-SRC2 interaction inhibition; P10828; TRbeta-SRC2 peptide binding, fluorescence polarization; receptor liganded with 1 µM T3; Potency, µM (titrated, usually from 106 µM), without a hit: at the top dose activity change, negative = inhibition, usual class: inhibitors; 0.065% of 280,000 active; AID 1469;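 note: plate controls were bound peptide for no effect and peptide without receptor for full effect; nearly all actives have a fitted effect of over 50% in size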
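A fluorescence polarization screen tested compounds at multiple concentrations against complex formation between 0.6 uM TRb ligand-binding domain and 20 nM Texas Red SRC2 peptide, with 1 uM T3 present; readout after 5 hr.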
RECQ1 helicase = blocks DNA unwinding by human RECQ1 | P46063 | RECQ1 DNA unwinding, red fluorescence kinetic read | Potency, µM (top dose mostly 57.3 µM), for inactives: at the highest dose activity, negative = inhibition, actives largely listed as inhibitors | 0.54% of 240,000 active;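 note: plate controls were vehicle for no effect and no enzyme for full effect; nearly all actives have a fitted effect of over 30% in size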
Target sequence (P46063 whole entry, looked up): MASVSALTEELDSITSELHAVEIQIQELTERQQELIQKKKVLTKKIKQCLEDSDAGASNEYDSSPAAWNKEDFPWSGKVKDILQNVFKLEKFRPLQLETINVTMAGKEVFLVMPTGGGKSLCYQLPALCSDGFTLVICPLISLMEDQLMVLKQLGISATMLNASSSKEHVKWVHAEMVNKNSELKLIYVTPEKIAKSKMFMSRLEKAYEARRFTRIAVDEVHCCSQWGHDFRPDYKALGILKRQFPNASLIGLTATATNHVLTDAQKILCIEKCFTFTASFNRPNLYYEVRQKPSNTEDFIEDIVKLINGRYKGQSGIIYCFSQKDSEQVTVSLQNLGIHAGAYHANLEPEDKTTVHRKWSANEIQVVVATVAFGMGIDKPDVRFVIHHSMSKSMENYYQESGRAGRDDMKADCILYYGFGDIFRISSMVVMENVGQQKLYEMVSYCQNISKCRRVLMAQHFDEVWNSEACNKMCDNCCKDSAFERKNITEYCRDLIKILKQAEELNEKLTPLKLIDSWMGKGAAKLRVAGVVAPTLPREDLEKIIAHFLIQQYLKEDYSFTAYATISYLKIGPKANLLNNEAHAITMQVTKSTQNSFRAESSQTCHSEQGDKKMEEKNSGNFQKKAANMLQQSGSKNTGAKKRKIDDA
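50 nM RECQ1T1 preincubated 15 min with compound in Tris pH 8.0 buffer with MgCl2, DTT, Tween-20 and 2.5 ug/ml poly(dI-dC); started with 200 nM TAMRA/BHQ-2 forked duplex and 2 mM ATP. Unwinding read as fluorescence (525/598 nm), two reads 2 h apart.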
RGS12 GoLoco inh = RGS12 GoLoco-Gai1 interaction inhibition. P63096. Gai1:RGS12 GoLoco peptide FP, rhodamine, 10 min. Potency, µM (doses to about 61.6 µM), for the others: at the top dose activity, negative = inhibition, usual class: inhibitors. 0.44% of 230,000 active. AID 880; active = well fitted inhibition curve with a large enough effect, not every such curve was filed as active; inactive = no such curve, though single readings can be large or run the other way; note: nearly all actives have a fitted effect of over 30% in size; many of its hits are not listed in these tables
Target sequence (P63096 whole entry, looked up): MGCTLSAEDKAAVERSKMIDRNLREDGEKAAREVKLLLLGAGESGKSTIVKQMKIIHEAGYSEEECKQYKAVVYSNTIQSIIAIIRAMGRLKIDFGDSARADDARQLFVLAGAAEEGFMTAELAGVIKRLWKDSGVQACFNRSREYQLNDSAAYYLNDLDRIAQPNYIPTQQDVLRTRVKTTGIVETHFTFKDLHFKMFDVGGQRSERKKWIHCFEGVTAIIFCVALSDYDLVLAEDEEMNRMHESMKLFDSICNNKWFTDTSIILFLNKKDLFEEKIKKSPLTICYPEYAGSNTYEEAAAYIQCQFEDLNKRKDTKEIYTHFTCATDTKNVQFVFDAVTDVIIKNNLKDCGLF
GAA inhib = blocks human lysosomal alpha-glucosidase; purified human GAA, 4-MU-alpha-glucoside fluorescence; Potency, µM (series often up to 76.9 µM), for the others: at the highest dose activity change, negative = inhibition, actives largely listed as inhibitors; 0.005% of 200,000 active; AID 1466;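 note: plate controls were uninhibited enzyme wells for no effect and no-enzyme background for full effect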
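Fluorogenic assay: 4 nM human alpha-glucosidase with 400 uM 4-methylumbelliferyl-alpha-D-pyranoside in 50 mM citrate/phosphate, 0.005% Tween-20, pH 5.0, 20 min at room temperature. Compounds tested up to 77 uM; AC50 from Hill fits.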
GAA glycogen mod = GAA glycogen-cleavage inhibition or activation. P10253. recombinant GAA, glycogen substrate, Amplex Red glucose oxidase fluorescence. Potency, µM (series often up to 76.4 µM), for the others: top-dose activity change, negative = inhibition, usual class: inhibitors. 0.38% of 300,000 active;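 note: 0% = full enzyme reaction and -100% = no-enzyme basal signal; the screen sought inhibitors and activators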
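Recombinant human alpha-glucosidase (4 nM final) hydrolysed bovine liver glycogen (30 ug) for 40 min at 37 C in pH 5.0 citrate/phosphate with 0.01% Tween-20. Released glucose detected by glucose oxidase/Amplex Red, Ex 573/Em 610 nm. Compounds up to 77 uM; AC50 from Hill fits.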
L3MBTL1 block = L3MBTL1 (human) inhibition | AID 485360 | AlphaScreen L3MBTL1–H3K9me1 peptide binding | 0.66% of 230,000 active | Potency, µM (series often up to 57.1 µM), for the others: top-dose activity, negative = inhibition, most hits filed as inhibitors | Q9Y468; note: nearly all actives have a fitted effect of over 60% in size
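AlphaScreen assay: L3MBTL1 (50 nM final) was preincubated 30 min at room temperature with biotinylated H3(1-15)K9me1 peptide (75 nM final), then 30 min with library compounds; streptavidin donor and nickel chelate acceptor beads (10 ug/mL final) added, 30 min dark.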
TR SRC2 fluor cs = alters Texas Red total fluorescence, flagging assay interference. 0.29% of 280,000 active. TRb/SRC2 Texas Red total fluorescence interference. Potency, µM (doses to about 106 µM), inactives show top-dose fluorescence change, negative = quenching; active = well fitted curve in either direction with a large enough effect; inconclusive = small, poorly fitted or top-dose-only effect
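Human TRb ligand-binding domain at 0.6 uM with 20 nM Texas Red SRC2 peptide in Tris buffer containing 1 uM T3 and 5% DMSO, incubated with compound 5 h at ambient temperature. Total fluorescence (555/632 nm) calculated as parallel + 2 × perpendicular.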
Active calls of the source: *; i = inactive; ? = inconclusive; . = not tested or not shown; [ ] = remark or other dose. Unless noted, calls come from the whole dose curve; as a rule, active = well fitted curve in the direction sought with a large enough effect; inconclusive = small, poorly fitted or top-dose-only effect, or another doubt; inactive = no such curve, though single readings can be large; an effect the other way counts as inactive or inconclusive. Unless noted, % is set by controls: 0 for no effect and ±100 for the full control effect; potency is the fitted concentration of half-maximal effect. An excerpt (hit frequency here may not be typical).

SMILES | aGlu spleen mod | TRb SRC2 PPI | RECQ1 helicase | RGS12 GoLoco inh | GAA inhib | GAA glycogen mod | L3MBTL1 block | TR SRC2 fluor cs
CN(C)c1nc(NCc2ccccc2)nc(N/N=C/c2ccc(Br)cc2)n1 | 2% | 4% | i | 1% | 15% | 18% | -4% | -3%
O=C(O)c1ccc(N/N=C/c2ccc3nccnc3c2)cc1 | -2% | -6% | 0% | 12% | -19% | ? | -8% | -28%
CCOC(=O)C1CCN(Cc2c(O)c3ccccc3oc2=O)CC1 | 0% | 9% | 24% | 33%[activator] | 6% | -2% | -13% | -3%
O=Cc1cc2ccccc2nc1SCc1ccc(Cl)c(Cl)c1 | -1% | 0% | i | 7% | -8% | 9% | 14% | -6%
CCOC(=O)c1[nH]c2ccccc2c1NC(C)=O | -3% | 4% | -19% | 5% | . | 3% | . | 1%
O=C(CSC1=NCCS1)N1CCN(c2ccccc2)CC1 | -1% | 0% | -6% | 1% | 7% | -8% | ? | -13%
COC(=O)c1ccc(NC(=S)NC(=O)c2cc(-c3ccccc3)nc3ccccc23)cc1 | -8% | 2% | -13% | 14% | -18% | -8% | . | 2%
O=C(NCc1cccnc1)C(=O)NCC(c1ccco1)N1CCN(c2ccccc2F)CC1 (centres undefined) | -7% | 3% | 3% | -6% | 1% | 2% | -5% | -1%
COc1cc(/C=C/c2ccc(O)cc2)cc(OC)c1 | -1% | -4% | -15% | 3% | -2%[15.4 µM] | ? | . | -5%
O=C1c2ccccc2C(=O)N1CCCc1nc(-c2ccc(Cl)cc2)no1 | 3% | 3% | -3% | 8% | -1%[15.4 µM] | 6% | -4% | -3%
Cc1ccc2nc(C)c(C)nc2c1N | -10% | -3% | i | -3% | 1% | 6% | -1% | -6%
CC(C)C(NC(=O)c1ccccc1)C(=O)OCc1cc([N+](=O)[O-])cc2c1OCOC2 (centres undefined) | -9% | -14% | -5% | 11% | 0% | 15% | ? | 0%
COc1ccccc1N1CCN(C(=O)c2cc(-c3cccs3)on2)CC1 | -12% | -1% | 8% | 7% | 0% | -16% | -12% | 1%
Cc1cc(C(=O)NCc2cccs2)ccc1[N+](=O)[O-] | -3% | -4% | -9% | 11% | 3% | 5% | -8% | 1%
CSc1oc(-c2ccc(F)cc2)nc1S(=O)(=O)c1ccccc1 | 0% | 11% | -3% | 2% | 2% | -11% | 24%[11.4 µM] | 0%
CC(C)CC(c1nnnn1Cc1ccccc1)N1CCC(C(N)=O)CC1 (centres undefined) | -5% | -3% | -2% | 12% | 2% | 2% | 5% | -1%
COCCNC(=O)COc1ccccc1Cl | 1% | -4% | -12% | 1% | -7% | 3% | -1% | -1%
O=C(Nc1ccc(F)cc1)c1c(Cl)nc2ccccn12 | 0% | -4% | -15% | 2% | 1% | 4% | 0% | -2%
CC(C)c1ccccc1NS(C)(=O)=O | 3% | -4% | i | -1% | 9% | 1% | 53%[activator] | -1%
O=C(Nc1ccccc1)N1CCCN(c2nccc(C(F)(F)F)n2)CC1 | -7% | -2% | -7% | 3% | -4% | 4% | -2% | -2%
CCc1ccccc1NC(=O)COC(=O)C1CC(=O)N(c2ccc(F)cc2)C1 (centres undefined) | 2% | -10% | -9% | -8% | -3% | -3% | 1% | 1%
O=C(NCc1ccco1)c1cc(C(=O)C2CCCCC2)c[nH]1 | -9% | 7% | -9% | 10% | 3% | -10% | 10% | -2%
Cc1ccc(NC(=O)CSc2ccccn2)cc1S(=O)(=O)N1CCOCC1 | 4% | -2% | -1% | 2% | -12% | -16% | 3% | 3%
CCOC(=O)C1=C(c2ccccc2)N2CCS(=O)(=O)N=C2S1 | -22% | 0% | 3% | 7% | -6% | 1% | 18% | -3%
N#CC(C(=O)NC1CCCCC1)c1nc2ccccc2nc1N1CCN(c2ccc(F)cc2)CC1 (centres undefined) | 4% | 5% | -8% | 8% | -7% | 1% | . | -3%
O=C(Cc1ccccc1)NN1C(=O)c2ccccc2C1=O | 0% | -9% | i | -9% | 7% | 8% | 55%[activator] | 0%
Cc1nc2ccccn2c1C(=O)NC1CCCC1 | 4% | -6% | 5% | 13% | 12% | 6% | -4% | -4%
COc1ccc(C)cc1-n1nnnc1SCc1cn2ccsc2n1 | -6% | -2% | -36% | -1% | 6% | 3% | -1% | 2%
Cc1n[nH]c(C)c1Cc1ccc(C(=O)O)cc1 | 7% | -3% | 1% | -1% | 6% | 2% | 16% | -1%
Cc1nn(-c2ccc(C(=O)OC(C)C)cc2)c(C)c1[N+](=O)[O-] | 7% | 9% | ? | 10% | -4% | -14% | . | -1%
Cc1cc(/C=C2/NC(=O)NC2=O)c(C)n1-c1ccc(N2CCOCC2)cc1 | 0% | -4% | i | 6% | 3% | ? | -6% | -7%
Cn1cnnc1SCC(=O)OCN1C(=O)c2ccccc2C1=O | -11% | 9% | -8% | -1% | ? | 8% | 2% | -1%
O=C(CCC(=O)Nc1ccccc1)NNS(=O)(=O)c1ccccc1[N+](=O)[O-] | 10% | 3% | 14% | 8% | 2% | 26% | 1% | -2%
Cc1ccc(NC(=O)CSc2nc(O)cc(=O)n2C)cc1 | 3% | -5% | -9% | 6% | 5% | 1% | -2% | 1%
Cc1ccc(-n2c(C)cc(C(=O)CN3CCOCC3)c2C)cc1 | 3% | 6% | -5% | 4% | 9% | 2% | -23% | 3%
CCOc1ccc(OCc2ccc(C(=O)N3CCCC(C)C3)cc2)cc1 (centres undefined) | -7% | 2% | -11% | 2% | 0% | -23% | -5% | 1%
O=C(CSC1=NC(=O)C(Cc2ccccc2)C(=O)N1)Nc1ncccn1 (centres undefined) | -6% | -16% | -1% | . | 1% | 10% | -3% | -1%
CCC(CC)NC(=O)CO/N=C/c1ccc(Cl)cc1Cl | 1% | -1% | i | 7% | 10% | 5% | 1% | 0%
Cc1nc2ccc(NC(=O)c3ccccc3)cc2s1 | -1% | -6% | i | -21% | 2% | -2% | 5% | -1%
COc1ccccc1N1CCN(S(=O)(=O)CC23CCC(CC2=O)C3(C)C)CC1 (centres undefined) | -2% | 14% | 2% | -7% | -3% | 1% | 6% | 1%

Copied from the listing, 2 compounds:
SMILES | aGlu spleen mod | TRb SRC2 PPI | RECQ1 helicase | RGS12 GoLoco inh | GAA inhib | GAA glycogen mod | L3MBTL1 block | TR SRC2 fluor cs
CN(C)c1nc(NCc2ccccc2)nc(N/N=C/c2ccc(Br)cc2)n1 | 2% | 4% | i | 1% | 15% | 18% | -4% | -3%
O=C(O)c1ccc(N/N=C/c2ccc3nccnc3c2)cc1 | -2% | -6% | 0% | 12% | -19% | ? | -8% | -28%

Other structures.
SMILES | aGlu spleen mod | TRb SRC2 PPI | RECQ1 helicase | RGS12 GoLoco inh | GAA inhib | GAA glycogen mod | L3MBTL1 block | TR SRC2 fluor cs
CC(C)(C)C(=O)CSc1nc2ncc(Br)cc2[nH]1 | 6% | 11% | -3% | . | -12% | -12% | 2% | -1%
COc1ccccc1CNc1nc2nc(C)c(Cl)c(=O)n2[nH]1 | -15% | 1% | 2% | -3% | 6% | 4% | -3% | -5%
Cc1nnc(SCC(=O)N2CCc3ccccc32)s1 | 5% | -1% | -4% | -4% | 0% | 4% | -6% | -2%
COc1ccc2cc(C(c3nnnn3C3CCCC3)N3CCCCCC3)c3nnnn3c2c1 (centres undefined) | -11% | 8% | -4% | 6% | -2% | -2% | 14% | 1%
Cc1ccc(NP(=O)(Nc2ccc(C)cc2)Nc2ccc(C)cc2)cc1 | 6% | 2% | -5% | 12% | -6% | -3% | -19% | -2%
CCCCCNc1nc(-c2ccccc2)nc(-n2ccnc2)n1 | -2% | -3% | -16% | 5% | 3% | 4% | . | -1%

Compounds listed so far that contain an aryl thioether with sulfur outside any ring (eight):
SMILES | aGlu spleen mod | TRb SRC2 PPI | RECQ1 helicase | RGS12 GoLoco inh | GAA inhib | GAA glycogen mod | L3MBTL1 block | TR SRC2 fluor cs
O=Cc1cc2ccccc2nc1SCc1ccc(Cl)c(Cl)c1 | -1% | 0% | i | 7% | -8% | 9% | 14% | -6%
CSc1oc(-c2ccc(F)cc2)nc1S(=O)(=O)c1ccccc1 | 0% | 11% | -3% | 2% | 2% | -11% | 24%[11.4 µM] | 0%
Cc1ccc(NC(=O)CSc2ccccn2)cc1S(=O)(=O)N1CCOCC1 | 4% | -2% | -1% | 2% | -12% | -16% | 3% | 3%
COc1ccc(C)cc1-n1nnnc1SCc1cn2ccsc2n1 | -6% | -2% | -36% | -1% | 6% | 3% | -1% | 2%
Cn1cnnc1SCC(=O)OCN1C(=O)c2ccccc2C1=O | -11% | 9% | -8% | -1% | ? | 8% | 2% | -1%
Cc1ccc(NC(=O)CSc2nc(O)cc(=O)n2C)cc1 | 3% | -5% | -9% | 6% | 5% | 1% | -2% | 1%
CC(C)(C)C(=O)CSc1nc2ncc(Br)cc2[nH]1 | 6% | 11% | -3% | . | -12% | -12% | 2% | -1%
Cc1nnc(SCC(=O)N2CCc3ccccc32)s1 | 5% | -1% | -4% | -4% | 0% | 4% | -6% | -2%
